# TAG inh: reduces triacylglycerol accumulation in H9c2 cells | Nile Red lipid (TAG) fluorescence; cells loaded with 200 µM oleic acid | inhibition, % at 12.5 µM | actives 0.66% (n = 230,000);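 active = pattern-corrected inhibition of lipid staining of at least 50% with the nuclear-stain viability signal not falling by more than 50%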;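 note: 0% = DMSO wells and 100% = triacsin C control wells; some results filed as inactive read as strong as hits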
# TAG inh DAPI viability: further read-out of TAG inh, marked with its call; DAPI nuclei signal change (viability), lower = more cytotoxic, %;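 whole-well DAPI fluorescence read on a plate reader as a viability signal; minus 50 percent equals half of cells still viable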
# Numbers without * were called inactive. This is a subset; the hit share may differ from the screen's.
SMILES,TAG inh,TAG inh DAPI viability
CC(C)C(NS(=O)(=O)c1ccccc1)C(=O)N1CCCCCC1 (configuration not stated),0,-13
COc1ccc(NC(=O)CSc2nnc(Cc3ccc(C)cc3)c(=O)n2N)cc1,46,4
COc1cccc(CN2CCCC(C(=O)Nc3ccc(-c4cscn4)cc3)C2)c1 (configuration not stated),-5,16
COc1ccc(Cl)cc1-c1cc(C(=O)NCc2cc(C(F)(F)F)cc(C(F)(F)F)c2)[nH]n1,18,-8
CCCN(CCC)C(=O)Cc1coc2ccc3ccccc3c12,-5,0
COc1cccc(C(NC(C)=O)c2nc(-c3ccc(F)cc3OC)cs2)c1 (configuration not stated),-1,-4
O=C(COC(=O)C1CCC(=O)N1)Nc1cccc([N+](=O)[O-])c1 (configuration not stated),-15,3
COc1cccc(C(=O)Nc2ccccc2C(=O)NCC2CCCO2)c1 (configuration not stated),17,-1
CCOC(=O)c1sc(Nc2ccc(OCC)cc2)nc1C,-29,11
COc1cc(/C=N/n2cnnc2-n2nc(C)cc2C)cc([N+](=O)[O-])c1O,9,-1
COc1cc(O)ccc1/C=N/NC(=O)c1ccc([N+](=O)[O-])cc1,-18,6
COc1ccc(C(=O)C[n+]2ccc3c(c2)nnn3-c2ccccc2)cc1,4,1
CCNC(=O)C1(C)CCCN(Cc2ccc(Oc3ccccc3)cc2)C1 (configuration not stated),-4,6
CC(=O)Nc1cc2c(cc1Cl)Cc1cc(Cl)ccc1-2,-16,14
CC(C)(C)CN1CCNC(=O)C1CC(=O)NCCc1ccccc1F (configuration not stated),-10,-3
CC(=O)NCc1nc2ccccc2n1Cc1ccccc1C,1,-2
O=C(/C=C/c1ccc2c(c1)OCO2)Nc1nncs1,4,-1
CCNC(=S)N(CCCN(CC)CC)Cc1cc2cc3c(cc2[nH]c1=O)OCO3,4,4
COCCN(C(=O)C1=COCCO1)c1c(N)n(CC(C)C)c(=O)[nH]c1=O,-22,3
COc1ccc(NC(=O)c2cccnc2N2CCCCC2)cc1,-19,0
CCc1ccc(N2C(=O)CC(N3CCN(c4ccccn4)CC3)C2=O)cc1 (configuration not stated),7,-5
COc1ccc(-n2c(-c3cc(-c4ccccc4)sc3N)n[nH]c2=S)cc1,20,0
O=C(OCc1nc2ccccc2s1)c1cccs1,3,-11
Cc1ccccc1OCC(O)Cn1c(Br)nc2c1c(=O)[nH]c(=O)n2C (configuration not stated),9,0
COc1ccc2nc(C)cc(N/N=C/c3ccc(F)cc3)c2c1,136,-68
CCSc1nc2c(c(=O)[nH]1)C(c1ccncc1)C(C(=O)OC)=C(C)N2 (configuration not stated),14,-16
Cc1ccc(C(=O)NCC(=O)OC(C)C(=O)NC2CCCCC2C)cc1C (configuration not stated),-12,0
Cc1cc2oc(C(=O)NCc3ccc(S(N)(=O)=O)cc3)c(C)c2cc1C,0,5
NS(=O)(=O)c1cc2c(cc1C(F)(F)F)NCNS2(=O)=O,-14,0
Cc1ccc([N+](=O)[O-])cc1S(=O)(=O)Nc1ccc(-c2ccc(N3CCCC3)nn2)cc1,13,5

# Some values from above.
# TAG inh result of CCc1ccc(N2C(=O)CC(N3CCN(c4ccccn4)CC3)C2=O)cc1 (configuration not stated) is entered as 7
# TAG inh result of COc1ccc(-n2c(-c3cc(-c4ccccc4)sc3N)n[nH]c2=S)cc1 is entered as 20

# Two of the compounds above, with tabs.
canonical_smiles	TAG inh	TAG inh DAPI viability
Cc1ccccc1OCC(O)Cn1c(Br)nc2c1c(=O)[nH]c(=O)n2C (configuration not stated)	9	0
CCSc1nc2c(c(=O)[nH]1)C(c1ccncc1)C(C(=O)OC)=C(C)N2 (configuration not stated)	14	-16

# Additional entries follow:
SMILES,TAG inh,TAG inh DAPI viability
O=C(CN1C(=O)C2C3C=CC(C3)C2C1=O)Nc1nc2ccccc2[nH]1 (configuration not stated),4,2
CCCCCCCC1CC(=O)C=C(C)C1C(=O)OCC (configuration not stated),-20,7
CC1=Nn2c(nc(-c3ccccc3)c2-c2ccccc2)N(CC(N)=O)C(=O)C1,-21,4
CCOC(=O)c1sc(N)c(C#N)c1CSc1nc2ccc(C)cc2[nH]1,-9,0
CCOc1ccc(NC(=O)c2ccccc2NC(=O)CNC2CCCC(C)C2C)cc1 (configuration not stated),-4,-9
COc1cc(C2c3c(oc4ccccc4c3=O)C(=O)N2Cc2ccco2)ccc1O (configuration not stated),5,-4
COc1ccc(-c2nn(C)c(=O)c3ccccc23)cc1NC(=O)COc1ccccc1,30,-6
O=C(c1ccc2ncsc2c1)N1CCCC(C(F)(F)F)C1 (configuration not stated),0,-5
CCOC(=O)N1CCN(S(=O)(=O)c2ccc3c(c2)OCC(=O)N3)CC1,-10,8
COc1cc(CCC(=O)Nc2ccc(S(=O)(=O)N3CCOCC3)cc2)cc(OC)c1OC,-6,-12
CN(C)C(=O)Nc1ccccc1,-15,13
C=CCONC(=O)Cc1ccccc1,11,4
COc1ccc(CNC(=O)C2CC(O)CN2C(=O)Nc2ccccc2)cc1 (configuration not stated),6,8
CCN1C=C(C(=O)OC)C(c2cccc(C)c2)C(C(=O)OC)=C1,35,73
COCCCN(C(=O)CSCC(=O)Nc1cccc(C)c1)c1c(N)n(Cc2ccccc2)c(=O)[nH]c1=O,5,-8
COc1ccc(-c2ccc(SCC(=O)NC3CCCC3)nn2)cc1,4,9
CCOc1ccc(NS(=O)(=O)c2ccc3[nH]cc(C(=O)NC(C)CC)c(=O)c3c2)cc1 (configuration not stated),-11,-2
O=C(CNC(=O)c1ccco1)NCCCc1ccccc1,-7,14
CCOCCCNS(=O)(=O)c1ccc(NC(=O)Cc2c(F)cccc2Cl)cc1,8,-8
CC(CSc1n[nH]c(=S)s1)c1ccccc1 (configuration not stated),-20,12
Cc1nn(CC(O)COc2ccc3c(c2)CCC3)c(C)c1Br (configuration not stated),-24,13
COCC(=O)N1CCC(Oc2ccc(C(=O)N3C[C@@H](C)O[C@@H](C)C3)cc2)CC1,-9,-1
Cc1ccc(Sc2ccc(NC(=O)CCN3C(=O)NC4(CCCC4)C3=O)cc2)c(C)c1,12,13
CCOc1ccc(OCCNC(=O)C(NC(=O)c2c(F)cccc2F)C(C)C)cc1 (configuration not stated),2,-1
COc1ccc(NC(=O)N(C)C[C@@H]2Oc3cc(Br)ccc3S(=O)(=O)N([C@H](C)CO)C[C@H]2C)cc1,-5,-7
C/C(=N\NC(=O)c1ccc(Cn2cc(Br)cn2)o1)c1ccc(NC(=O)c2ccoc2C)cc1,14,4
CCOc1ccc2nc(SCC(=O)c3ccc(Cl)s3)sc2c1,-77,6
CCn1c(C(O)c2ccc(C)cc2)nc2ccccc21 (configuration not stated),-2,2
COc1ccc(/C=N/NC(=O)C2CC2)c(OC)c1OC,-2,19
CC(NS(=O)(=O)c1ccc(F)cc1)C(c1cccs1)N1CCOCC1 (configuration not stated),-6,6
CCCCCN(C(=O)CCC(=O)OC(C)C(=O)c1ccc(CC)cc1)c1c(N)n(CCCC)c(=O)[nH]c1=O (configuration not stated),4,-6
Cn1cc(S(=O)(=O)N2CCOCC2)cc1C(=O)NCc1ccc(Cl)cc1,-8,1
CC(C)CC(=O)NC1(C(F)(F)F)NC(=O)N(c2ccccc2)C1=O (configuration not stated),12,1
COc1ccc(CC(=O)Oc2ccc(C(C)C)cc2)cc1S(=O)(=O)N1CCOCC1,7,2
COc1ccc([N+](=O)[O-])cc1NC(=O)Cn1ccc(C(F)(F)F)n1,-11,7
COCc1nnc(NC(=O)c2ccc(S(=O)(=O)N(C)c3ccccc3)cc2)o1,-2,-6
COc1cccc(CN2CCN(CC(=O)NCCc3ccccc3)CC2)c1,7,3
CCC(C)(C)NC(=O)CN(C(=O)C(=O)Nc1ccc2c(c1)OCCO2)C(C)(C)CC,3,3
CC1(Cc2cccc(C(N)=O)c2)C(=O)Nc2c(Cl)cccc21 (configuration not stated),-11,-4
COc1ccc(CCNC(=O)CSCc2ccc(C)cc2)cc1OC,-1,6
COc1ccc(C2c3ccc(O)cc3Oc3ncn(CCN4CCOCC4)c(=N)c32)cc1OC (configuration not stated),6,-4
COCCn1c(-c2ccc(Cl)cc2)nc2oc3cc(OC)ccc3c(=O)c2c1=O,0,2
CCn1cc(CN(C)C(=O)CSc2nc(-c3ccco3)cc(C(F)(F)F)n2)c(C)n1,-25,-3
CCCCn1c(CCC(=O)O)nc2cc(S(=O)(=O)N(CC)CC)ccc21,3,-9
CN(Cc1cccc(Cl)c1Cl)C(=O)c1cccc(S(=O)(=O)N2CCN(Cc3ccccc3)CC2)c1,-45,6

# Of the compounds above, these contain a furan ring, fused or not.
SMILES,TAG inh,TAG inh DAPI viability
CCCN(CCC)C(=O)Cc1coc2ccc3ccccc3c12,-5,0
Cc1cc2oc(C(=O)NCc3ccc(S(N)(=O)=O)cc3)c(C)c2cc1C,0,5
COc1cc(C2c3c(oc4ccccc4c3=O)C(=O)N2Cc2ccco2)ccc1O (configuration not stated),5,-4
O=C(CNC(=O)c1ccco1)NCCCc1ccccc1,-7,14
C/C(=N\NC(=O)c1ccc(Cn2cc(Br)cn2)o1)c1ccc(NC(=O)c2ccoc2C)cc1,14,4
CCn1cc(CN(C)C(=O)CSc2nc(-c3ccco3)cc(C(F)(F)F)n2)c(C)n1,-25,-3

# The main list resumes, repeating the seven entries before the break.
SMILES,TAG inh,TAG inh DAPI viability
CC1(Cc2cccc(C(N)=O)c2)C(=O)Nc2c(Cl)cccc21 (configuration not stated),-11,-4
COc1ccc(CCNC(=O)CSCc2ccc(C)cc2)cc1OC,-1,6
COc1ccc(C2c3ccc(O)cc3Oc3ncn(CCN4CCOCC4)c(=N)c32)cc1OC (configuration not stated),6,-4
COCCn1c(-c2ccc(Cl)cc2)nc2oc3cc(OC)ccc3c(=O)c2c1=O,0,2
CCn1cc(CN(C)C(=O)CSc2nc(-c3ccco3)cc(C(F)(F)F)n2)c(C)n1,-25,-3
CCCCn1c(CCC(=O)O)nc2cc(S(=O)(=O)N(CC)CC)ccc21,3,-9
CN(Cc1cccc(Cl)c1Cl)C(=O)c1cccc(S(=O)(=O)N2CCN(Cc3ccccc3)CC2)c1,-45,6
COc1ccc(NC(=S)NC(=O)/C=C/c2ccco2)c(OC)c1,5,4
O=C(c1ccccc1-c1ncc[nH]1)N1CCCC(Nc2ccc(F)cc2)C1 (configuration not stated),-11,3
Cc1ccc2c(Cl)c(C(=O)NCCCn3ccnc3)sc2c1,-35,16
CN(Cc1ccco1)C(=O)CCc1nc2sc3c(c2c(=O)[nH]1)CCCC3,-1,7
CSc1ccccc1OCc1cc(C(=O)NCC(C)Oc2cccnc2)no1 (configuration not stated),3,-2
COC(=O)C[C@H]1c2cc(F)cc(F)c2S(=O)(=O)N1C1CCN(Cc2ccccc2)CC1,-7,4
O=C(O)c1ccc(NC(=O)C2(c3ccccc3)CCOCC2)cc1,16,-4
CCOC(=O)C1CCCN(c2nc3c(C)cccn3c(=O)c2/C=C(\C#N)C(=O)NCc2ccco2)C1 (configuration not stated),-14,-4
COCc1cccc(NC(=O)Cc2cccc3ccccc23)c1,7,-4
O=C(NCc1ccc2c(c1)OCO2)C1CCN(c2nccc(C(F)(F)F)n2)CC1,4,6
COc1cc(NC(=O)Cc2ccccc2OC)cc(OC)c1,-16,4
Cc1ccc(C)n1-c1ccc(C(=O)NN=C2CCCC2)cc1,-4,1
CCN(CC(=O)Nc1ccc2c(c1)OCCO2)C(=O)C1CC(=O)N(c2ccc(OC)cc2OC)C1 (configuration not stated),11,-1
O=C(O)c1ccc(NC(=O)C2(c3ccccc3)CCCC2)cc1,-16,4
CCN(CC)S(=O)(=O)c1ccc(NC(=O)c2ccc(OCC3CCCO3)cc2)cc1 (configuration not stated),21,2
Cc1ccc(-c2csc(N3CCN(c4cc5c(cc4Cl)nc(C)n5CCN4CCCCC4)CC3)n2)cc1,26,7
CCOc1cc(NC(=S)NCC(C)C)c(OCC)cc1NC(=O)c1cccs1,18,33
N#Cc1ccc(C(=O)Nc2nnc(-c3cccs3)o2)cc1,6,-14
COCC(C)n1c(C)cc(C(=O)COC(=O)c2oc3ccccc3c2C)c1C (configuration not stated),-34,6
CN1CCc2cc3c(c4c2[C@H]1[C@H](O)c1ccccc1-4)OCO3,-4,-4
COc1ccc(-c2cc(C(=O)N3CCN(c4ccccc4OC)CC3)no2)cc1OC,10,2
CCCC[C@@H]1C=C(C(=O)O)[C@H](c2ccc(CC)cc2)N1S(=O)(=O)c1ccc(C)cc1,-1,3
c1cnc(Oc2ccc(-c3nnco3)cc2)cn1,-4,5
CCN1CCOC(CC(=O)Nc2cccc([N+](=O)[O-])c2)C1=O (configuration not stated),5,-2
C[C@@H]1CN([C@H](C)CO)C(=O)c2cc(NC(=O)Nc3cccc4ccccc34)ccc2O[C@H]1CN(C)Cc1ccc(C(F)(F)F)cc1,10,-1
CCC(C)Sc1cccc(-c2nc3ccc(C)cn3c2NC2CCCCC2)c1 (configuration not stated),26,96
Cn1c(SCC(=O)Nc2nccs2)nnc1-c1cccnc1,2,-11
O=S(=O)(Nc1ccccn1)c1ccc(Oc2ccccc2)cc1,-7,-7
COc1ccccc1C(=O)Nc1nnc(SCC(=O)NCC2CCCO2)s1 (configuration not stated),7,0
Cc1cccc(-c2ncc(CN3CCN(CCC(C)C)C(CCO)C3)cn2)c1 (configuration not stated),6,21
CNC(=O)C1CC(=O)N(c2ccc(OCC(=O)Nc3ccccc3C)cc2)C1 (configuration not stated),-10,2
CCn1c(C)nc2cc(C(=O)NNC(=S)Nc3ccccc3)ccc21,-2,1
NS(=O)(=O)c1ccc(NC(=S)N2CCc3ccccc32)cc1,-10,2
Cc1ccc(S(=O)(=O)N2CCCN(C(C)c3nc4ccccc4c(=O)[nH]3)CC2)cc1 (configuration not stated),3,-2
CC(C)[C@H](NC(=O)c1ccccc1)C(=O)OCC(=O)c1c(N)n(C)c(=O)n(C)c1=O,0,-2
COc1ccc(NC(=S)Nc2ccc(N)c([N+](=O)[O-])c2)cc1,-17,4
COc1cccc(=O)c2c(C)n(C)c(C)c12,23,-13
CC(C)NC(=O)N(C)C[C@H]1OCCCC[C@@H](C)Oc2ccc(NC(=O)C3CCCCC3)cc2C(=O)N([C@H](C)CO)C[C@@H]1C,-3,12

# Assay outcomes from PubChem BioAssay.
